From PubChem
IMP-1 inhibitor: blocks Pseudomonas aeruginosa IMP-1 metallo-beta-lactamase. purified IMP-1, nitrocefin hydrolysis, epi-absorbance fluorescence. 0.45% of 290,000 active. inhibition, % at 5.6 µM;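 active = inhibition above the mean plus 3 SD of all compounds in the same screening run, cut at about 4.5% in these data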;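 also: 0% = IMP-1 with DMSO and 100% = DMSO wells lacking enzyme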
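Assay system: purified recombinant IMP-1 beta-lactamase. Input: IMP-1 0.2 nM before substrate addition. Buffer or medium: Zinc- and detergent-supplemented HEPES buffer, pH 7.1. Schedule: 25 °C, 15 min preincubation, 25 min reaction. Signal: Epi-absorbance fluorescence, 480 nm excitation, 530 nm emission. Evaluation: percent inhibition from optical density relative to buffer-blank wells.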
NS3 helicase inh: inhibitors of Hepatitis C virus NS3 helicase; NS3 helicase DNA unwinding, Cy5 molecular beacon fluorescence; inhibition, % at 10.9 µM; 0.56% of 290,000 active; AID 1800;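 active = inhibition above the mean of all tested compounds plus 3 SD, set per campaign, cut at about 35% in these data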;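 also: 0% = DMSO wells and 100% = thioflavine S control wells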
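Compound dosing – single dose, 10.9 µM nominal final, DMSO 0.8% final · System – NS3 helicase fragment of HCV · Buffer or medium – MOPS pH 6.5, MgCl2, DTT, Tween20, BSA · Signal – Cy5 beacon fluorescence read at start and 1 h · Also added – annealed dual-labelled DNA beacon duplex, ATP-started · Schedule – 1 h at 25 °C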
PfM18AAP inh: PfM18AAP enzyme inhibition; 1.2% of 290,000 active; recombinant PfM18AAP, H-Glu-NHMec fluorogenic cleavage; inhibition, % at 7.35 µM;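 active = inhibition above the campaign mean inhibition over all tested compounds plus 3 SD, cut at about 28% in these data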;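 also: 0% = plate median of test compound wells and 100% = 2 mM ZnCl2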
MEKK2mut PB1 HTS: signal of MEK5 binding to mutant human MEKK2 PB1 domain; bead flow cytometry, Alexa488-MEK5 binding to MEKK2 mutant; percent response, % at 10 µM; 0.35% of 290,000 active; in the data active = percent response above about 24%, passing the limit was not always enough; also: inactives centre near 1; some results filed as inactive read as strong as hits
MEKK2 WT-MEK5: raises or lowers MEK5 binding to wildtype human MEKK2 PB1 domain; Q9Y2U5; bead flow cytometry, Alexa488-MEK5 binding to MEKK2 WT; actives lie on both sides; binding response (% of control), % at 10 µM; 1.1% of 290,000 active; in the data active = binding response below about 67% or above about 130%
SUMO HTRF inh: blocks human SUMOylation mediated by UBC9; P63279; inhibition, % at 35 µM; 0.36% of 290,000 active; HTRF SUMOylation assay, SAE1/SAE2 + UBC9, in vitro; AID 2006; in the data active = inhibition above about 50%, passing the limit was not always enough; also: strong numbers were not always called active
Target sequence (P63279 whole entry, looked up): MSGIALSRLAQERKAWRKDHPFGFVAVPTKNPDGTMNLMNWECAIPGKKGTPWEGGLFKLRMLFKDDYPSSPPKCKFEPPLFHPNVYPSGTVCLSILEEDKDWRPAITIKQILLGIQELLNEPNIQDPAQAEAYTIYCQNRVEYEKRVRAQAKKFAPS
NALP1 inh: inhibitors of NALP1 inflammasome in yeast; 0.61% of 280,000 active; S. cerevisiae NALP1/ASC/caspase-1 growth, X-gal OD620, 72 h; inhibition, % at 10 µM; in the data active = inhibition mostly above about 24%, no sharp cut-off; inactive = mostly below about 32%; also: some compounds called inactive have numbers as strong as hits
VIM-2 inhibitor: inhibitors of Pseudomonas aeruginosa VIM-2 metallo-beta-lactamase; purified VIM-2, nitrocefin hydrolysis, epi-absorbance fluorescence; AID 1527; inhibition, % at 5.6 µM; 0.89% of 290,000 active;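 active = inhibition above the mean of all tested compounds plus 3 SD, cutoff set per screening run, cut at about 7.5% in these data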;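 also: red hydrolysis product quenches plate fluorescence so inhibitors raise well fluorescence; 0% = enzyme with DMSO and 100% = DMSO without enzyme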
DNA FID counter: fluorescent intercalator displacement, NS3 helicase counter-screen; inhibition, % at 7.9 µM; 0.17% of 290,000 active; DNA fluorescent intercalator displacement, fluorescence; in the data active = inhibition above about 37%;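 also: 0% = vehicle and 100% = reference compound; higher means more ethidium bromide displaced from hairpin DNA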
* hit, by the source's call; · = not tested or not shown.

SMILES	IMP-1 inhibitor	NS3 helicase inh	PfM18AAP inh	MEKK2mut PB1 HTS	MEKK2 WT-MEK5	SUMO HTRF inh	NALP1 inh	VIM-2 inhibitor	DNA FID counter
O=C(Nc1ccc2c(c1)OCO2)C1CC(c2cccc(Br)c2)=NO1 (stereo not drawn)	-2.7	-6	1	-1	99	-8	10	-1.8	-18
Cc1ccc(N(C(=O)c2sc(C)nc2C)C(C(=O)NC(C)(C)C)c2ccncc2)cc1 (stereo not drawn)	-5.0	2	-4	-8	91	11	-10	-2.6	-10
O=C(CCOc1ccccc1)NCC(c1ccco1)N1CCCCC1 (stereo not drawn)	-2.8	-4	2	1	103	5	22	-1.2	2
CC(C)(C)C#CC(CCc1ccccc1)OS(N)(=O)=O (stereo not drawn)	0.8	-7	14	1	104	16	10	-2.8	-6
NC(=O)NC(=O)CC1S/C(=N/N=C2\CSC(=O)N2)NC1=O (stereo not drawn)	-2.3	6	25	0	103	-23	-7	-3.8	3
COc1ccc(OC)c(NS(=O)(=O)c2ccc(Cl)s2)c1	-1.1	-2	3	-3	92	3	-70	-3.6	-5
COc1ccc(CCNC(=O)CSc2nc(O)c(CCC(C)C)c(=O)[nH]2)cc1OC	2.0	-2	-8	5	106	-17	7	2.0	-27
O=C(NCc1cccnc1)C1c2ccccc2C(=O)N1Cc1ccccc1 (stereo not drawn)	-1.8	-4	-1	10	106	-3	-2	-0.3	-6
C=CCNC(=O)C(=O)NN=C1CCN(C)CC1	-4.2	-1	1	-1	95	25	-9	-4.2	-6
C/C(=N/NC(=O)COc1cc(C)ccc1C(C)C)C(=O)O	-4.2	10	3	-1	111	17	6	-3.1	-14

Rewritten with two lines to a compound: 5 of the compounds above
Values run as follows: IMP-1 inhibitor | NS3 helicase inh | PfM18AAP inh | MEKK2mut PB1 HTS | MEKK2 WT-MEK5 | SUMO HTRF inh | NALP1 inh | VIM-2 inhibitor | DNA FID counter
Cc1ccc(N(C(=O)c2sc(C)nc2C)C(C(=O)NC(C)(C)C)c2ccncc2)cc1 (stereo not drawn)
→ -5.0 | 2 | -4 | -8 | 91 | 11 | -10 | -2.6 | -10
O=C(CCOc1ccccc1)NCC(c1ccco1)N1CCCCC1 (stereo not drawn)
→ -2.8 | -4 | 2 | 1 | 103 | 5 | 22 | -1.2 | 2
CC(C)(C)C#CC(CCc1ccccc1)OS(N)(=O)=O (stereo not drawn)
→ 0.8 | -7 | 14 | 1 | 104 | 16 | 10 | -2.8 | -6
NC(=O)NC(=O)CC1S/C(=N/N=C2\CSC(=O)N2)NC1=O (stereo not drawn)
→ -2.3 | 6 | 25 | 0 | 103 | -23 | -7 | -3.8 | 3
COc1ccc(OC)c(NS(=O)(=O)c2ccc(Cl)s2)c1
→ -1.1 | -2 | 3 | -3 | 92 | 3 | -70 | -3.6 | -5

Ordered by the number under VIM-2 inhibitor (largest number first): some entries from above
Compound	IMP-1 inhibitor	NS3 helicase inh	PfM18AAP inh	MEKK2mut PB1 HTS	MEKK2 WT-MEK5	SUMO HTRF inh	NALP1 inh	VIM-2 inhibitor
O=C(CCOc1ccccc1)NCC(c1ccco1)N1CCCCC1 (stereo not drawn)	-2.8	-4	2	1	103	5	22	-1.2
Cc1ccc(N(C(=O)c2sc(C)nc2C)C(C(=O)NC(C)(C)C)c2ccncc2)cc1 (stereo not drawn)	-5.0	2	-4	-8	91	11	-10	-2.6
C/C(=N/NC(=O)COc1cc(C)ccc1C(C)C)C(=O)O	-4.2	10	3	-1	111	17	6	-3.1
NC(=O)NC(=O)CC1S/C(=N/N=C2\CSC(=O)N2)NC1=O (stereo not drawn)	-2.3	6	25	0	103	-23	-7	-3.8

An excerpt from above in order of formula weight, ascending:
SMILES	IMP-1 inhibitor	NS3 helicase inh	PfM18AAP inh	MEKK2mut PB1 HTS	MEKK2 WT-MEK5	SUMO HTRF inh	NALP1 inh	VIM-2 inhibitor	DNA FID counter
CC(C)(C)C#CC(CCc1ccccc1)OS(N)(=O)=O (stereo not drawn)	0.8	-7	14	1	104	16	10	-2.8	-6
COc1ccc(OC)c(NS(=O)(=O)c2ccc(Cl)s2)c1	-1.1	-2	3	-3	92	3	-70	-3.6	-5
O=C(NCc1cccnc1)C1c2ccccc2C(=O)N1Cc1ccccc1 (stereo not drawn)	-1.8	-4	-1	10	106	-3	-2	-0.3	-6

Additional compounds.
SMILES	IMP-1 inhibitor	NS3 helicase inh	PfM18AAP inh	MEKK2mut PB1 HTS	MEKK2 WT-MEK5	SUMO HTRF inh	NALP1 inh	VIM-2 inhibitor	DNA FID counter
CCOC(=O)C1CCCN(CCSc2ccc(C)cc2)C1 (stereo not drawn)	-2.8	-6	2	3	111	9	7	0.3	-6
O=C(Nc1nc(-c2cccs2)cs1)c1ccc(S(=O)(=O)N2CCCCC2)cc1	-2.1	-15	-7	8	98	-12	·	-2.4	-8
Cc1c(C(=O)NCC2CCCO2)sc2nc(-c3ccc(F)cc3)cn12 (stereo not drawn)	-2.1	4	-1	-3	96	8	·	0.4	-9
CN1CCN(CCn2c(=S)[nH]c3ccccc3c2=O)CC1	0.6	5	-13	4	102	29	6	2.9	-2
CC(C)(C)c1ccc(C(=O)NNC(=O)Cc2cccc3ccccc23)cc1	-6.0	3	-21	-4	91	-13	-5	-2.8	-28
O=C(Cc1ccccc1)c1c[nH]c(C(=O)C(Cl)(Cl)Cl)c1	-4.2	4	11	1	94	-6	-20	-4.1	-1
O=C(COc1nsnc1N1CCOCC1)N/N=C/c1ccccc1O	-1.1	-6	3	-5	90	0	24	-2.3	-10
CCOc1ccc(N(CC(=O)O)S(=O)(=O)c2cccnc2)cc1	-4.4	-3	-12	3	99	-1	2	0.1	0
O=[N+]([O-])c1cccc(/C=C/c2ccc3cccc(O)c3n2)c1	-4.1	-2	1	7	101	-35	-3	-4.7	-7
Cc1ccc(C(=O)NNC(=O)CSc2nnc(C3CC3)n2C)cc1	-4.3	2	0	4	103	4	5	-1.9	-10
CC(C)c1nc(-c2ccccn2)no1	-1.6	1	5	-1	98	15	-10	-2.0	-2
O=c1oc2ccccc2c(O)c1C=Nc1cccnc1	-1.3	10	2	-4	101	14	-13	-3.5	-17
O=C(c1cc(F)ccc1F)C1CCCN(C(=O)CCCN2CCCCC2=O)C1 (stereo not drawn)	-2.6	-1	2	-3	113	8	15	-2.1	-30
Cc1cccc(CC(=O)NCC2CCCCC2)c1	-3.4	-12	-6	7	104	15	0	1.1	-12
Nc1[nH]nc2nc(-c3ccccc3)[nH]c(=O)c12	-2.4	3	-10	5	99	19	10	-1.7	-5
CC(C)Cn1c(N)c(C(=O)COC(=O)COc2cccc(C(F)(F)F)c2)c(=O)n(C)c1=O	0.2	-2	2	-6	93	-11	2	0.2	-27
COCCCNC(=O)c1cccc2c(=O)c(C)c(-c3ccccc3)oc12	-1.0	1	0	5	109	-3	6	3.3	-10
CCOc1cccc(CNCCO)c1OCc1ccc(Cl)cc1	-1.0	-18	4	-1	99	20	20	-5.3	13
CC(C)Cn1c(SC(C)C(=O)Nc2ccc3c(c2)OCCO3)nc2ccccc2c1=O (stereo not drawn)	-1.7	-10	-11	4	97	-29	4	-1.0	-8
Cc1ccc(-c2cc(C(F)F)n3ncc(C(=O)N4CCN(c5cccc(C)c5C)CC4)c3n2)cc1	-3.8	-2	1	1	97	7	14	-1.5	-6
CC1(C)OC2CCN3C(C(O)COS3(=O)=O)C2O1 (stereo not drawn)	-1.3	-11	12	2	103	10	14	-3.4	-3
CC(C)(C)NC(=O)COC(=O)CCC(=O)c1ccc(Cl)cc1	-1.7	-9	-16	-2	97	5	-11	-0.7	-12
O=C(NC1CCCC1)c1ccc(CS(=O)(=O)c2ccc(Br)cc2)o1	-2.9	1	5	1	102	0	4	-3.6	-20
CCn1cc(/C=N/NS(=O)(=O)c2ccc(OC)cc2)c(C)n1	-2.4	-3	-7	-12	96	10	10	-2.5	-3
S=c1nc(-c2ccccc2Cl)n(Cc2cccnc2)c2c1CCCC2	-1.8	6	-7	-4	90	10	14	-0.2	-5
CCc1nc(C)ccc1OCC(=O)N(CC)CC	-1.6	2	-3	-1	101	2	2	-4.2	1
COCCC(=O)Nc1c(-c2ccccc2)c2cc(Br)ccc2[nH]c1=O	-2.5	8	2	8	105	-3	-5	-1.4	-21
c1cncc(-c2noc(-c3cccc4ccccc34)n2)c1	0.4	-1	-4	3	102	11	-17	-1.4	-7
COc1ccc(-c2cc(-c3c(O)c(OC)c4occc4c3OC)[nH]n2)cc1	-1.8	-7	6	-3	93	-3	5	-2.7	-9
O=C(NC1CCC(O)CC1)c1ccccc1OCc1ccc(F)cc1 (stereo not drawn)	-1.9	2	5	3	98	9	5	-0.3	-28
CC(C)(C)CC(=O)NC(=S)NCc1ccco1	-2.8	-2	12	6	107	7	3	-2.5	-3
COCCCn1[nH]c2c3c(ccc2c1=O)C(=O)c1ccccc1C3=O	-3.6	7	-12	9	109	-62	20	0.5	6
CCn1ncc(-c2ccnc3cc(C(=O)O)nn23)c1C	-0.6	1	1	-30	70	39	-2	3.3	3
COc1ccccc1OCCCC(=O)Nc1ccc(N2CCOCC2)cc1	0.6	2	3	-8	93	-1	4	1.2	-20
Cc1ccnc(N2CCC(C(=O)NCc3ccc(F)cc3)CC2)n1	-2.0	3	-2	-5	93	20	-4	-0.3	2
COc1cccc(/C=C2/Sc3ccc(C(=O)NCCCN4CCCC4)cc3NC2=O)c1	-0.4	-40	1	21	167*	3	20	16*	25
CCc1ccccc1NC(=O)N1C2CCCC1CC(NC(=O)C(C)(C)C)C2 (stereo not drawn)	-2.8	2	0	0	110	28	28	-3.4	-6
COc1ccccc1CNC(=O)COC(=O)Cc1c(Cl)cccc1Cl	-0.7	-7	1	7	106	-4	25	-1.9	-7
Cc1cccnc1NC(=O)C1CCCN1S(=O)(=O)c1ccc(Cl)cc1 (stereo not drawn)	-3.2	3	7	9	104	1	3	-2.2	-9
O=C(CSc1nnc(NC(=O)c2ccco2)s1)NC1CCCC1	-2.3	13	0	-4	100	9	14	-2.6	-19
O=C(Cn1c2c(sc1=O)C1c3ccccc3OCC1CS2)Nc1ccc(Cl)c(Cl)c1 (stereo not drawn)	-2.6	14	-1	-1	114	10	29	-1.7	-1
Oc1cnc2ccccc2c1CN1CCOCC1	-3.6	3	9	11	112	-7	-7	-1.4	4
CCNC(=O)CCn1nc(-c2ccc(C)cc2)c2ccccc2c1=O	-1.0	0	-5	5	105	12	13	1.0	-23
N#Cc1cc2ccccc2nc1SCc1ccccn1	-1.8	-3	2	1	101	21	10	0.1	2
CCC(C)NC(=O)C1CCN(S(=O)(=O)c2ccc3nc4c(c(C(=O)O)c3c2)CCCCC4)CC1 (stereo not drawn)	-3.8	-2	-6	4	108	15	10	-1.6	-31
CCN(C(=O)c1cc(Cl)ccc1OC)c1ccccc1C	-3.8	0	-10	8	107	-15	27	-1.4	-26
O=C(CNc1cccc2ccccc12)N/N=C/c1cccc(Oc2ccccc2)c1	-3.3	0	-1	0	113	44	9	-3.5	-4
O=c1cnnc(Nc2ccc(Nc3ccccc3)cc2)[nH]1	-2.6	2	15	10	106	0	9	-2.0	-2
Cc1nc2c(C)cccc2cc1C(=O)N/N=C/c1ccc(O)cc1	-1.1	-5	-5	-2	97	7	8	1.6	-7
